PKM2 act: PKM2 (human) enzyme activation; P14618; purified PKM2, Kinase-Glo ATP luminescence, activation; response scale: 0% is enzyme alone, no compound; Potency, µM (top dose mostly 57.5 µM), for inactives: at the highest dose activation, most hits filed as activators; actives 0.34% (n = 260,000); further: potency means the concentration at half of the fitted maximal effect; nearly all actives have a fitted effect of over 55% in size
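Purified hPK-M2 (>95% pure) converted ADP (0.1 mM final) to ATP with 0.5 mM PEP in 50 mM imidazole pH7.2, KCl, MgCl2, Tween 20, BSA; 1 h at room temperature. ATP detected by Kinase-Glo luminescence.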
Eya2 inh: blocks the phosphatase activity of human Eya2; O00167; recombinant Eya2, OMFP fluorescence dephosphorylation (OMFP is methylfluorescein phosphate); Potency, µM (top dose mostly 76.9 µM), for inactives: at the top dose activity, negative = inhibition, usual class: inhibitors; actives 0.006% (n = 330,000); AID 488837; further: potency means the concentration at half of the fitted maximal effect
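Eya2 (0.2 uM) preincubated 10 min at ambient with compound, then OMFP substrate added at 50 uM; 10 min reaction in 50 mM HEPES pH 7.5, 50 mM NaCl, 5 uM MgCl2, 0.05% BSA, 1 mM DTT. Fluorescence read at Ex 485/Em 525 nm.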
uPA generation: blocks generation of uPA at the cell surface; cell surface uPA generation assay, qHTS; Potency, µM (highest dose often 38.3 µM), without a hit: top-dose activity change, negative = inhibition, hits mostly inhibitors; actives 0.31% (n = 330,000); active means well fitted inhibition curve with a large enough effect; inconclusive means small, poorly fitted or top-dose-only effect; inactive means no such curve, though single readings can be large or run the other way; tested in mouse RAW 264.7 cells; further: potency means the concentration at half of the fitted maximal effect; nearly all actives have a fitted effect of over 55% in size
Giardia killer: Giardia lamblia killing; Giardia lamblia trophozoite viability; activity change, % at 7.66 µM, hits read low; actives 0.15% (n = 340,000); AID 540267; in the data active means activity change below about -80%; inconclusive means between about -30% and that limit;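 further: parasites exposed to compound for two days anaerobically before the ATP read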
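Luminescent ATP signal served as the viability read-out, measured 15-30 min after adding ATP detection reagent to trophozoites that had been incubated with compounds for 48 hrs at 37 deg C anaerobically at 100 cells/well.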
B2AR arrestin: agonists driving beta-arrestin recruitment to human beta2-adrenergic receptor; beta-arrestin recruitment to beta2AR, cell-based reporter; Potency, µM (doses to about 46.1 µM), inactives show top-dose activation, actives largely listed as activators; P07550; AID 492947; actives 0.02% (n = 330,000);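 further: potency means the concentration at half of the fitted maximal effect; 0% = DMSO controls and full agonism = EC100 isoproterenol or metaproterenol; nearly all actives have a fitted effect of over 65% in size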
Target sequence (P07550 whole entry, looked up): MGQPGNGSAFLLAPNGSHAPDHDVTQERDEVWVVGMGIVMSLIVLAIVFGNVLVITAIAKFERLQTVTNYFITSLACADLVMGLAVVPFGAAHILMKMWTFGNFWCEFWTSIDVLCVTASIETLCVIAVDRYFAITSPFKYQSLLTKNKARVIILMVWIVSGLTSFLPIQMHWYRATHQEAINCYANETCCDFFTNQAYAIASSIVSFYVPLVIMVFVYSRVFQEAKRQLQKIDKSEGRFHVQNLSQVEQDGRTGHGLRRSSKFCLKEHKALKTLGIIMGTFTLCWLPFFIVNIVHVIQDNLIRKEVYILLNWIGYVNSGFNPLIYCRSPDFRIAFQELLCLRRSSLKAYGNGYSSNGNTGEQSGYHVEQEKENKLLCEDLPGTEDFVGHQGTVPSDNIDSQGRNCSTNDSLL
KCNH2 WT inh: inhibitors of human wildtype KCNH2 potassium channel; AID 720551; U2OS, BacMam KCNH2, thallium flux FluxOr; stronger effect = lower value; Q12809; actives 0.37% (n = 340,000); activity change, % at 1.84 µM;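 active means maximum activity change below -70%; inconclusive means maximum activity change between -70% and -50%; inactive means maximum activity change above -50%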
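U2OS cells transduced with wild-type KCNH2 virus are loaded with FluxOr dye for 45 min, and thallium flux is measured in kinetic reads before and after stimulation buffer. Rate constants are normalized to DMSO controls.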
GALK inhibitor: inhibitors of human galactokinase; Potency, µM (series often up to 57.5 µM), without a hit: top-dose activity change, negative = inhibition, most hits filed as inhibitors; P51570; Purified GALK, Kinase-Glo residual ATP luminescence; actives 0.007% (n = 270,000); AID 1868; further: potency means the concentration at half of the fitted maximal effect
Target sequence (P51570 whole entry, looked up): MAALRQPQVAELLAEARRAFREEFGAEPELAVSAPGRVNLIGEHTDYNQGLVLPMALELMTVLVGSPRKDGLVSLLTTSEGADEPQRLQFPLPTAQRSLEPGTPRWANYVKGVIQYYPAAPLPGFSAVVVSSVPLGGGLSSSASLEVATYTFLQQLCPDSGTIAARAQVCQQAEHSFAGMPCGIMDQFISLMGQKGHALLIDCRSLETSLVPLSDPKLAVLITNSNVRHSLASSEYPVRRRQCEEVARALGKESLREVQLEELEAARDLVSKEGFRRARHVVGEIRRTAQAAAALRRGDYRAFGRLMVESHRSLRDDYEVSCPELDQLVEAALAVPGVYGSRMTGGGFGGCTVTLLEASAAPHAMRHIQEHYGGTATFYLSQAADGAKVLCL
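5 nM enzyme, 35 uM ATP, 100 uM galactose, 20 mM HEPES pH8.0, 5 mM MgCl2; 1 h RT; residual ATP by Kinase-Glo Plus luminescence, qHTS format.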
Coupling enz: counter-screen for Giardia aldolase inhibitors: coupling enzyme system; AID 2472; coupling enzyme system counterscreen, AmpLite Red fluorescence; actives 0.67% (n = 290,000); activity change, negative = inhibition, % at 58.2 µM, hits read low; in the data active means activity change below about -30%
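Activity here indicates interference with the coupling reaction, not aldolase inhibition. Compounds at 57.5 uM final met coupling enzymes for 10 min at RT; substrate and AmpLite Red detection followed, with a 525/598 nm fluorescence read after 20 min.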
Chronic BCR inh: blocks chronic active B-cell receptor signaling; Potency, µM (highest dose often 46.1 µM), inactives show at the highest dose ratio change, negative = lower green/red ratio, actives largely listed as inhibitors; ABC-DLBCL IkBa-CBG/CBR reporter, luminescence ratio, 4 h; actives 0.05% (n = 340,000); active means well fitted inhibition curve with a large enough effect in the signal ratio, with a control signal flat, not every such curve was filed as active; inconclusive means small, poorly fitted or top-dose-only effect, or effect the other way, or a change in a side signal; the % refers to the signal ratio;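 further: potency means the concentration at half of the fitted maximal effect; plate controls were basal doxycycline-induced cells for no effect and cells given 10 µM MG132 for full effect; MG132 reads +100%, hits lower the ratio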
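Doxycycline induced both beetle luciferases in TMD8 lymphoma cells; IKK-driven degradation limits the IkappaBalpha-fused green signal, while red luminescence normalises for cell number and nonspecific effects. Compounds tested up to 46 uM, 4 hrs.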
USP2a inh: USP2a (human) protease inhibition; USP2 core, Ub-CHOP2 coupled fluorogenic reporter, 485/531; Potency, µM (highest dose often 38.3 µM), without a hit: at the highest dose activity change, negative = inhibition, actives largely listed as inhibitors; actives 0.01% (n = 330,000); AID 463254;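 further: potency means the concentration at half of the fitted maximal effect; plate controls were DMSO wells for no effect and full inhibition by NEM control for full effect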
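Deubiquitinase activity read as fluorescence (485/531 nm) after Ub-CHOP2 cleavage activates the enterokinase reporter on its substrate; USP2 core 10nM, Ub-CHOP2 and substrate 25nM each, 30min compound preincubation then 60min RT; data normalized to NEM, curves fitted.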
KCNH2 3.1 block: KCNH2 3.1 (human) potassium channel inhibition | actives 0.95% (n = 340,000) | U2OS KCNH2 3.1, thallium flux FluxOr; stronger effect = lower value | activity change, % (tested at about 1.8 µM);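 active means maximum activity change below -70%; inconclusive means maximum activity change from -70% to -50%; inactive means maximum activity change above -50%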;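 further: thallium influx rate constant from kinetic fluorescence after stimulation buffer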
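Channel expression came from 3.1 mutant virus (1.77 x 10^8 /mL) applied to suspended U2OS cells for 4 h. Flux was tracked with FluxOr dye plus Red40 quencher, and kinetic rate constants normalized to controls.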
* marks the source's active call; other numbers are inactive results; & = joins results of further samples; [ ] = remark or other dose. Unless noted, the call rests on the fitted dose curve; in most records, active means well fitted curve in the direction sought with a large enough effect; inconclusive means small, poorly fitted or top-dose-only effect, or another doubt; inactive means no such curve, though single readings can be large; an effect the other way counts as inactive or inconclusive. Unless noted, on the % scale 0 is the no-effect control and ±100 the full control effect.

`CC1=C(C(=O)N2CCOCC2)C(c2cc(C)ccc2C)NC(=S)N1` (configuration not stated) gave PKM2 act 0%, Eya2 inh 9%, uPA generation -2%, Giardia killer 12, B2AR arrestin -0.1%, KCNH2 WT inh 4, GALK inhibitor -3%, Coupling enz -1, Chronic BCR inh 3%, USP2a inh 1% and KCNH2 3.1 block 4.
For O=C(NCCS(=O)(=O)N1CCN(c2ccccc2)CC1)C1CC(=O)N(c2ccccc2)C1 (configuration not stated) the results were Eya2 inh -7%, uPA generation -10%, Giardia killer -2, B2AR arrestin 0.1%, KCNH2 WT inh -11, GALK inhibitor 6%, Coupling enz -2, Chronic BCR inh -6%, USP2a inh 0% and KCNH2 3.1 block 16.
Screening CCc1nnc(NC(=O)CSc2nc(C)cs2)s1 returned Eya2 inh -1%, uPA generation 2%, Giardia killer -2, B2AR arrestin -0.1%, KCNH2 WT inh -2, GALK inhibitor -3%, Coupling enz 0, Chronic BCR inh 1%, USP2a inh 2% and KCNH2 3.1 block -21.
C=CCCCN(Cc1ccccc1)S(=O)(=O)c1ccccc1Br was read as PKM2 act -7%, Eya2 inh -9%, uPA generation inconclusive, Giardia killer inconclusive, B2AR arrestin -0.3%, KCNH2 WT inh 7, GALK inhibitor 1%, Coupling enz 3&0, Chronic BCR inh 10%, USP2a inh -3% and KCNH2 3.1 block -3.
Screening COc1ccc(NC(=O)C(F)(OC)C(F)(F)F)c(OC)c1 (configuration not stated) returned PKM2 act 1%, Eya2 inh 11%, uPA generation -3%, Giardia killer 3, B2AR arrestin 0.1%, KCNH2 WT inh 3, GALK inhibitor 0%, Coupling enz 2, Chronic BCR inh 4%, USP2a inh -1% and KCNH2 3.1 block 7.
Cc1nnc2n(-c3ccc(Cl)cc3)c(=O)c3c4c(sc3n12)CN(C)CC4 was read as PKM2 act 2%, Eya2 inh -7%, B2AR arrestin 0.0%, GALK inhibitor 3%, Coupling enz 6, Chronic BCR inh 5% and USP2a inh 1%.
Screening NC(=O)c1ccc(NC(=O)CN2CCN(S(=O)(=O)c3ccc4ccccc4c3)CC2)cc1 returned Eya2 inh -7%, uPA generation 30%[activator], Giardia killer -11, B2AR arrestin 0.1%, KCNH2 WT inh -10, Chronic BCR inh inconclusive, USP2a inh -1% and KCNH2 3.1 block -13.
For N/C(=N\NC(=O)c1cccs1)c1cc2cc(Cl)ccc2oc1=O the results were PKM2 act 0%, Eya2 inh 3%, uPA generation -2%, Giardia killer 3, B2AR arrestin -0.1%, KCNH2 WT inh -5, GALK inhibitor 0%, Coupling enz 0, Chronic BCR inh inconclusive, USP2a inh 0% and KCNH2 3.1 block 1.
Screening Nc1nnc(CCOc2ccc(Cl)cc2)s1 returned PKM2 act 4%, Eya2 inh 5%, uPA generation -9%, Giardia killer 1, B2AR arrestin 0.0%, KCNH2 WT inh 5, GALK inhibitor 0%, Coupling enz 0, Chronic BCR inh 14%, USP2a inh 4% and KCNH2 3.1 block 10.
CC(=O)Nc1nc(SCc2cccc3ccccc23)n[nH]1 was read as PKM2 act -7%, Eya2 inh 15%, uPA generation -2%, Giardia killer -18, B2AR arrestin -0.2%, KCNH2 WT inh -6, GALK inhibitor 1%, Coupling enz 1, Chronic BCR inh 0%, USP2a inh 1% and KCNH2 3.1 block 1.
`COc1ccc(-c2cc(C(=O)Nc3c(C)n(C)n(-c4ccccc4)c3=O)no2)cc1` gave PKM2 act 2%, Eya2 inh -6%, uPA generation 10%, Giardia killer 32[activator], B2AR arrestin -0.6%, KCNH2 WT inh -28, GALK inhibitor -1%, Coupling enz -1, Chronic BCR inh 1%, USP2a inh 0% and KCNH2 3.1 block 4.
For COc1ccc(C(=O)COC(=O)c2cc([N+](=O)[O-])ccc2N2CCOCC2)c(OC)c1 the results were Eya2 inh 34%, uPA generation -8%, Giardia killer -9, B2AR arrestin 0.0%, KCNH2 WT inh 0, Chronic BCR inh inconclusive, USP2a inh 4% and KCNH2 3.1 block 17.
`N#Cc1c(NC(=O)c2ccc(Cn3cc(Br)cn3)o2)sc2c1CCCCCC2` gave PKM2 act 10%, Eya2 inh -27%, Giardia killer 0, B2AR arrestin -0.3%, KCNH2 WT inh 14, GALK inhibitor 1%, Coupling enz 2, Chronic BCR inh 4% and USP2a inh 0%.
`O=C(NC(C(=O)N/N=C/c1cc([N+](=O)[O-])ccc1O)c1n[nH]c(=O)c2ccccc12)c1ccccc1` (configuration not stated) gave Eya2 inh -4%, uPA generation 2%, Giardia killer -1, B2AR arrestin 0.0%, KCNH2 WT inh 4, GALK inhibitor 4%, Coupling enz 8, Chronic BCR inh 0%, USP2a inh -7% and KCNH2 3.1 block 16.
For O=C(CSc1nnc(NC(=O)C2CC2)s1)NCc1ccco1 the results were PKM2 act 5%, Eya2 inh 13%, uPA generation -3%, Giardia killer 20, B2AR arrestin -1.3%, KCNH2 WT inh -4, GALK inhibitor 1%, Coupling enz -1, Chronic BCR inh 4%, USP2a inh 1% and KCNH2 3.1 block -16.
`COCCN(CC(=O)Nc1cccc(C)c1)S(=O)(=O)c1ccc(S(=O)(=O)N2CCCC2)cc1` gave PKM2 act -1%, Eya2 inh -12%, uPA generation 1%, Giardia killer 10, B2AR arrestin -0.2%, KCNH2 WT inh 6, GALK inhibitor 5%, Coupling enz 0, Chronic BCR inh 0%, USP2a inh -1% and KCNH2 3.1 block -2.
For COC(=O)CSC(C(=O)Nc1ccc(C)c(C)c1)c1ccccc1 (configuration not stated) the results were PKM2 act 2%, Eya2 inh 12%, uPA generation 2%, Giardia killer -2, B2AR arrestin 0.3%, KCNH2 WT inh -12, GALK inhibitor -1%, Coupling enz -1, Chronic BCR inh inconclusive, USP2a inh 5% and KCNH2 3.1 block 8.
For Cc1ccc2c(c1)C(=O)C(=O)N2CC(=O)Nc1ccccc1NC(=O)c1ccccn1 the results were PKM2 act 1%, Eya2 inh 1%, uPA generation -3%, Giardia killer 8, B2AR arrestin -0.4%, KCNH2 WT inh 14, GALK inhibitor 6%, Coupling enz -6, Chronic BCR inh inconclusive, USP2a inh -2% and KCNH2 3.1 block 0.
CCn1c2ccccc2c2cc(NC(=O)COC(=O)c3ccccc3F)ccc21 was read as PKM2 act -2%, Eya2 inh -7%, uPA generation 0%, Giardia killer 24, B2AR arrestin -1.7%, KCNH2 WT inh -8, GALK inhibitor -1%, Coupling enz 1, Chronic BCR inh -8%, USP2a inh -1% and KCNH2 3.1 block 11.
Screening CC1Cc2ccccc2N1C(=O)CSc1nc2ccccc2s1 (configuration not stated) returned PKM2 act 14%, Eya2 inh 2%, uPA generation 8%, Giardia killer 3, B2AR arrestin -0.3%, KCNH2 WT inh 8, GALK inhibitor 0%, Coupling enz -1, Chronic BCR inh inconclusive, USP2a inh 1% and KCNH2 3.1 block 3.
CCOC(=O)[C@@H]1[C@H]2COc3cc(OC)ccc3[C@@H]2N2C(=O)N(c3cccc(Cl)c3)C(=O)[C@]12C was read as PKM2 act -6%, Eya2 inh -8%, uPA generation 6%, Giardia killer 2, B2AR arrestin -1.2%, KCNH2 WT inh -1, Coupling enz -2, Chronic BCR inh 12%, USP2a inh 1% and KCNH2 3.1 block 0.
`CCOc1ccc(OCCN2CCCCC2)cc1` gave PKM2 act 10%, Eya2 inh -6%, uPA generation 1%, Giardia killer 5, B2AR arrestin -0.9%, KCNH2 WT inh 1, GALK inhibitor 0%, Coupling enz 0, Chronic BCR inh -1%, USP2a inh -3% and KCNH2 3.1 block -8.
For COc1ccccc1-n1c(SCC(=O)NC2CC2)nc2ccccc2c1=O the results were Eya2 inh -6%, uPA generation 10%, Giardia killer 16, B2AR arrestin 2.4%, KCNH2 WT inh -5, Chronic BCR inh -2%, USP2a inh 0% and KCNH2 3.1 block -5.
CCCC(=O)Nc1ccc(C2C(=O)c3ccccc3C2=O)cc1 was read as PKM2 act -55%, Eya2 inh 7%, uPA generation -3%, Giardia killer inconclusive, B2AR arrestin 0.2%, KCNH2 WT inh -15, GALK inhibitor 1%, Coupling enz 6, Chronic BCR inh inconclusive, USP2a inh 0% and KCNH2 3.1 block -6.
CC(C)CC(NC(=O)C1CCCCC1)C(=O)N1CCN(c2ccccn2)CC1 (configuration not stated) was read as PKM2 act -1%, Eya2 inh 12%, uPA generation 0%, Giardia killer -6, B2AR arrestin -0.8%, KCNH2 WT inh 3, GALK inhibitor 0%, Coupling enz 6, Chronic BCR inh 4%, USP2a inh 0% and KCNH2 3.1 block 14.

Assay outcomes: PubChem, National Center for Advancing Translational Sciences (NCATS)
